High-throughput results (PubChem BioAssay)
PfHsp90 set2: reduces growth (ATP signal) of yeast expressing P. falciparum Hsp90 | S. cerevisiae expressing PfHsp90, BacTiter-Glo ATP, 48 h; yeast lacking PDR1 and PDR3 efflux regulators | inhibition, % at 9.4 µM | hit rate 0.32% among 310,000 | AID 504621;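 active means every replicate shows inhibition above about 80%, whatever the replicate mean, limit read from the data; inconclusive means mean inhibition reaches the set limit but some replicate falls short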;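 further: 0% = DMSO neutral controls and 100% = 20 µM radicicol positive controls; yeast relying on Plasmodium falciparum Hsp90 in place of its own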
SUMO Mot1 rescue: SUMOylation pathway inhibition by Mot1-301 growth rescue. S. cerevisiae Mot1-301 growth rescue, ATP luminescence, 38.5C; percent above DMSO median, 100 means doubled. growth rescue, % at 18.8 µM. hit rate 1% among 320,000. AID 2716;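 active means every valid replicate shows activation above 250% relative to neutral control wells; inactive means the rest, any valid replicate at or below 250%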;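 further: OY570 slx delta 5 strain wells were the positive control but not used for scaling; some compounds called inactive have numbers as strong as hits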
NSD2 HMT inh: inhibitors of human histone methyltransferase NSD2 | O96028 | AID 743445 | hit rate 0.54% among 310,000 | NSD2 peptide methylation, AlphaScreen, 120 min | inhibition, % at 12.5 µM; in the data active means inhibition above about 50%
dFosB act: activators of mouse delta FosB homodimer; activation, % at 25 µM; hit rate 0.99% among 340,000; P13346; purified delta FosB, TAMRA-CDK5 oligo fluorescence polarization; percent of positive-control signal above neutral wells;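 active means mean activation above about 17%, with every replicate also reaching it, limit read from the data, passing the limit was not always enough; inconclusive means only one of the two conditions met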;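 further: fluorescence polarization rise as delta FosB binds a TAMRA Cdk5 AP-1 oligo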
Cardiac RTF inh: cardiac RTF calcium desensitization; P19429+P45379; IANBD-labeled cardiac RTF, Ca2+ fluorescence; inhibition, % at 7.15 µM; hit rate 0.12% among 340,000; AID 493244;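 active means inhibition above the mean inhibition of all tested compounds plus 3 SD, cut at about 17% in these data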;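 further: assay run at fixed EC70 calcium of 1.6 mM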
C-LANA FP: blocks KSHV LANA C-terminal domain binding to DNA; MBP-C-LANA/FAM-LBS DNA binding, fluorescence polarization; inhibition, % at 9 µM; hit rate 0.078% among 340,000;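 active means highest replicate inhibition at or above 60% at 9 µM, even if other replicates fall short; inactive means all replicates below 60% inhibition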;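 further: 0% = neutral control wells and 100% = 4 µM acridine orange control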
Keap1-Nrf2 PPI: Keap1-Nrf2 (human) interaction inhibition. Keap1 Kelch-Nrf2 peptide fluorescence polarization, 1536-well. inhibition, % at 9.4 µM. hit rate 0.15% among 340,000. AID 504523; in the data active means inhibition above about 12%; inconclusive means no clear call, values can overlap the other calls; inactive means below about 7.3%;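 further: human Keap1 Kelch domain with fluorescein labeled Nrf2 9mer peptide probe; 0% = neutral control wells and 100% = peptide positive control; higher means more block of Keap1 binding to Nrf2 peptide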
Target sequence (Q14145 whole entry, looked up, the tested form may be a part): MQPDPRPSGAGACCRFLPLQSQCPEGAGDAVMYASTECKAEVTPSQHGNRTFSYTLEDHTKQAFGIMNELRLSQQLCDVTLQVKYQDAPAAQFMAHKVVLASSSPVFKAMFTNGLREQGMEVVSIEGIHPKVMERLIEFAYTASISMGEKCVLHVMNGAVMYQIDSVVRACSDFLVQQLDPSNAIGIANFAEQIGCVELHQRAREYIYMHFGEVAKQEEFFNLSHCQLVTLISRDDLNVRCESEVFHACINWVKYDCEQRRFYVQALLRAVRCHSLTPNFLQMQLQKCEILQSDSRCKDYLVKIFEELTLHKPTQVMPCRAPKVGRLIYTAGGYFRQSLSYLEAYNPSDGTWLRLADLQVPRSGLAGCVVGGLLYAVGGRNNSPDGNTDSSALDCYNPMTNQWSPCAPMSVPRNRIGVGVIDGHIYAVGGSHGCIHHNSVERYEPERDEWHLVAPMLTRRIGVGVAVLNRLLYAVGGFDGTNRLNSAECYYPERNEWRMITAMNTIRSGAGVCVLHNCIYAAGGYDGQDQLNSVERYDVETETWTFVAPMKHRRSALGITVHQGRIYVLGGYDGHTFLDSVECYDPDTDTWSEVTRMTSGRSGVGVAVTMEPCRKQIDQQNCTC
Rtt109 HAT inh: inhibitors of Candida albicans Rtt109/Vps75 histone acetyltransferase; AID 540336; inhibition, % at 34.9 µM; Q5AAJ8; purified Rtt109/Vps75, ThioGlo CoA-SH fluorescence, 4 h; hit rate 0.16% among 330,000;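 active means inhibition of at least 50% in every replicate; inconclusive means best replicate reaches 50% inhibition but some replicates fall short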
Target sequence (Q5AAJ8 whole entry, looked up): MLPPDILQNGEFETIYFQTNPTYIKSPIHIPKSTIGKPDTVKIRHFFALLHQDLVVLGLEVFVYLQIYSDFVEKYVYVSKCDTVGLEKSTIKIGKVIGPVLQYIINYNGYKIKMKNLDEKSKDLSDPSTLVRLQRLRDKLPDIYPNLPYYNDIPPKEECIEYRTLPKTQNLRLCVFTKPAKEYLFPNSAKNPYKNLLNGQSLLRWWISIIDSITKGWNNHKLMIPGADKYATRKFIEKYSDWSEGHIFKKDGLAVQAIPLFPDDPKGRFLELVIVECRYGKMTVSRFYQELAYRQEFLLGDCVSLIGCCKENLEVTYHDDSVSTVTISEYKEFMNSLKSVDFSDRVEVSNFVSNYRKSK
PvdQ inh: blocks Pseudomonas aeruginosa PvdQ acylase activity; purified PvdQ acylase, fluorescence plate reader; inhibition, % at 10 µM; hit rate 0.063% among 340,000; AID 488965; in the data active means inhibition above about 30%, passing the limit was not always enough; inconclusive means no clear call, values can overlap the other calls;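 further: 0% = vehicle neutral wells and 100% = reference inhibitor wells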
CDK5 p35 inh: inhibitors of human CDK5/p35 kinase | Recombinant CDK5/p35, ADP-Glo luminescence, 60 min | inhibition, % at 10 µM | hit rate 0.01% among 330,000 | AID 488839 | Q00535+Q15078;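 active means highest replicate inhibition of at least 50% and at least 75% of replicates reaching 50%; inconclusive means only one of the two criteria met; inactive means both criteria failed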;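 further: plate controls were DMSO neutral control for no effect and GW8510 at 10 µM for full effect; many of its hits are not listed in these tables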
cardiac RTF act: cardiac RTF calcium sensitization. P19429+P45379. IANBD-labeled TnC RTF fluorescence at EC20 calcium; 0% EC20 calcium, 100% full calcium. activation, % at 7.2 µM. hit rate 0.24% among 340,000. AID 493008;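 active means activation above the mean over all tested compounds plus 3 SD, cut at about 30% in these data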;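 further: rise in fluorescence read as greater calcium sensitivity of cardiac thin filaments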
Starred values were filed as active, the others as inactive; ? = inconclusive; · = no result given.

SMILES	PfHsp90 set2	SUMO Mot1 rescue	NSD2 HMT inh	dFosB act	Cardiac RTF inh	C-LANA FP	Keap1-Nrf2 PPI	Rtt109 HAT inh	PvdQ inh	CDK5 p35 inh	cardiac RTF act
COc1cc(OC)c(OC)cc1CNC1CCCCCC1	-0.7	-2.0	-4.0	-6.0	-10.2	2.3	-1.4	-5.1	-6.6	1.2	1.8
Cc1c(C(C)O)nnn1-c1nonc1N (centres undefined)	-8.4	3.2	-0.1	-0.6	-2.0	0.0	-3.3	-5.6	-9.4	-0.5	-2.8
CCOc1ccc(S(=O)(=O)N/N=C(\C)Cc2ccc(OC)cc2)cc1	-1.3	82.8	-2.8	-5.5	-7.0	-0.9	?	-1.7	16.3	0.1	-0.4
O=C(Nc1c(F)cc(F)cc1Br)c1cc(-c2ccc(O)cc2)on1	-52.5	33.2	·	-1.7	-2.6	-1.4	-8.1	4.2	0.5	-0.6	0.5
O=C(Nc1ccccc1)Nc1cc(OCC(F)(F)F)cc(OCC(F)(F)F)c1	-55.5	·	-3.5	-1.1	1.7	-0.2	-7.3	-3.7	-8.8	-3.0	2.8
Cc1[nH]nc2c1C(C(C)c1ccccc1)C(C#N)=C(N)O2 (centres undefined)	10.5	13.4	0.1	0.0	-5.4	0.0	-1.8	-2.4	-2.3	1.0	12.0
Cc1cc(-c2ccccc2)oc(=O)c1NC(=O)c1ccccc1	19.8	·	-1.8	-4.2	5.2	-1.6	1.2	-11.1	9.3	-0.3	-5.1
CCN(CC(=O)Nc1ccc(OC)cc1)C(=O)Cc1cccs1	·	1.1	-0.1	-3.5	-3.4	-6.2	-4.2	1.5	0.4	1.8	-9.0
C=C(C)CC(NCc1ccco1)c1ccc(OC)cc1 (centres undefined)	·	-9.6	2.0	-0.5	-2.1	-1.9	-5.4	6.3	-10.4	-0.8	-1.3
CN=c1scc(-c2cccs2)n1/N=C/c1ccccc1O	24.6	15.6	1.1	-5.5	17.1*	2.3	1.4	-6.2	3.3	0.9	-5.0
O=C(CCCCCn1c(=S)[nH]c2ccsc2c1=O)NC1CCCCC1	7.6	3.2	-3.4	2.9	3.2	-0.4	-8.1	-18.1	2.1	-4.4	0.0
C=CCNC(=O)C1CCN(c2cc(C)nc(-c3ccccc3)n2)CC1	22.2	-6.5	-2.7	-15.0	-8.8	0.4	-2.4	-2.3	-7.7	-0.5	3.4
CC(C)(C)C1=Nn2c(nnc2C2CCCCC2)SC1	-8.3	13.1	-0.9	-3.5	-6.5	0.2	-0.7	18.7	2.9	0.8	0.0
CCn1c(C)nc2cc(C(=O)NNC(=O)Nc3ccc(Cl)cc3)ccc21	-6.3	-2.7	-8.7	-10.0	-4.0	-1.4	6.6	4.4	6.8	0.7	-0.7
COc1ccc(NS(=O)(=O)c2c(F)cccc2F)cc1S(=O)(=O)N1CCOCC1	-4.3	·	3.7	-6.4	-3.3	-0.4	2.5	-2.4	-4.9	1.9	2.4
O=C(CC1C(=O)NCCN1Cc1cccc(Oc2ccccc2)c1)NCCc1ccccn1 (centres undefined)	-2.7	·	1.0	-4.9	-5.1	4.9	0.5	12.3	10.0	1.1	3.3
COc1ccc(OC)c(C(=O)N2CCC(C(=O)c3ccc(F)cc3)CC2)c1	·	-4.0	-7.5	-6.6	10.7	-1.4	0.0	1.1	-5.6	-0.8	2.1
Clc1ccc2c(c1)C(N1CCNCC1)Cc1ccccc1S2 (centres undefined)	-0.3	-12.8	·	11.5	0.8	-0.5	-1.3	29.8	-10.5	2.2	-4.1
Cc1cc(=O)oc(C)c1C(=O)OC(C(=O)c1ccccc1)c1ccccc1 (centres undefined)	27.4	-7.4	-0.8	-9.0	-13.3	-0.2	-8.5	5.8	-14.0	0.5	11.7
CCOc1ccc(C(=O)N2CCc3ccccc32)cc1	-6.9	1.1	-0.1	-2.9	1.3	3.2	-1.6	-1.1	-1.5	1.2	-4.0
Cc1ccc(C)c(N2CCN(CCCNC(=O)CCn3c(=O)c4cccn4c4cccnc43)CC2)c1	-15.2	25.4	-1.9	-5.1	-6.9	0.7	-1.6	14.4	-11.8	-0.3	7.4
CCOC(=O)CCCCCC(=O)Nc1ccc2c(c1)C(=O)N([C@H](C)CO)C[C@H](C)[C@@H](CN(C)C(=O)Nc1ccc(OC)cc1)O2	7.4	2.9	·	-0.4	-7.2	-3.1	-4.4	7.4	-12.9	-0.2	1.2
COC(=O)c1c(C)[nH]c(C(=O)COc2ccc3ccc(=O)oc3c2)c1C	7.8	-4.0	0.3	1.4	-11.5	-0.6	-4.2	-2.4	2.9	-0.9	2.0
CC(C)OCCCNC(=O)c1cc(Sc2ccc(F)cc2)nc2ccccc12	-15.8	9.0	-1.0	-2.7	2.4	-2.1	1.5	-9.9	-6.5	-1.9	-1.4
Cc1cc(C)nc(N2CCC(C(=O)Nc3ccc4c(c3)OCCO4)CC2)n1	-8.4	-16.1	2.0	2.5	-5.0	-0.2	0.4	54.4*	3.8	1.0	4.9
C[C@@H](CN1CCC[C@H]1CN1C(N)=NC[C@@H]1Cc1ccccc1)N1C[C@@H](Cc2ccccc2)N(CCCC2CCCC2)C1=N	·	-23.1	·	-7.9	4.5	-0.6	-4.1	13.0	-32.0	-2.0	2.4
O=C(c1sc2ccccc2c1Cl)N(Cc1ccco1)C1CCS(=O)(=O)C1 (centres undefined)	1.0	19.8	2.0	-6.3	2.5	0.4	0.3	3.5	1.0	0.5	-3.7
COC(=O)C1CCN(C(=O)c2cc(-c3ccco3)nc3ccccc23)CC1	-1.6	4.4	4.3	-17.9	12.8	2.8	3.2	-26.3	4.8	0.6	-12.4
COc1cccc2cc(C(=O)NCCN3CCOCC3)c(=O)oc12	-6.9	22.4	1.0	0.6	-2.9	0.0	0.8	13.1	2.3	-0.6	-0.2
N#CC(C(=O)NCCc1ccccc1)c1nc2ccccc2nc1N1CCOCC1 (centres undefined)	-3.0	·	-1.4	-8.0	-4.0	14.0	5.4	-5.2	8.3	1.7	-2.7
CC(=O)N1CCC(C(=O)NC2CC(C)(C)Cc3c2cnn3-c2ccc(F)cc2)CC1 (centres undefined)	6.4	354.1	-0.9	-0.6	-9.1	-1.9	-2.4	10.2	-1.2	-0.3	-0.9
Cc1c(C(=O)N(Cc2ccccc2)C(C)C)cnn1-c1ccccc1	3.3	-18.3	-0.8	-8.3	-1.5	-1.0	-3.0	0.0	-14.1	1.4	2.2
Cc1ccc(C(=O)N2CCN(c3ncnc4c3cnn4-c3ccccc3)CC2)cc1	24.0	324.5	0.0	3.0	-13.9	0.0	-3.8	-0.3	-16.4	0.1	1.8
NC(N)=NS(=O)(=O)c1ccc(N=C2C(=O)Nc3ccccc32)cc1	-8.1	25.4	0.9	6.8	-2.5	2.9	-2.2	-1.9	-17.0	0.0	0.4
Cc1ccc(CNC(=O)COc2ccc(S(=O)(=O)N3CCCC3)cc2)cc1	-27.4	-5.0	4.9	-1.0	-0.1	0.6	-1.2	-0.6	-7.1	-4.1	2.2
COc1cccc(NC(=O)c2cnc(SC)nc2)c1	17.9	12.9	-3.0	-13.3	1.1	0.5	-1.7	-10.6	-11.8	-0.1	5.5
COCCCn1c(SCC(=O)Nc2ccccc2F)nnc1-c1ccoc1C	11.3	76.0	6.2	7.2	-0.2	0.5	-3.8	-10.5	1.3	-0.4	-5.8
CC(=N\NC(=O)c1ccc([N+](=O)[O-])cc1)/C(=N/O)C(=O)Nc1ccccc1	-13.3	7.2	1.1	-0.1	2.3	0.2	-0.2	6.8	-5.3	5.8	-0.8
NNc1nc2c(F)cccc2s1	-8.8	-4.1	2.3	-3.8	10.7	-0.8	-1.1	-3.3	-6.0	-0.9	2.2
Cc1ccc2oc(=O)c3cnn(CC(=O)N4CCc5ccccc5C4)c3c2c1	·	10.0	·	-21.8	-6.2	0.0	-4.0	-5.0	3.0	0.8	1.9
O=C(O)c1cccc2c1C(=O)c1ccc(Cl)cc1S2(=O)=O	10.3	-22.8	·	3.0	-22.6	0.3	-6.2	-4.9	-11.1	-0.9	0.1
COC(=O)/C=C1/N/C(=N\c2nc(C)cc(C)n2)N(c2ccc(C)c(C)c2)C1=O	·	15.9	·	-8.8	-2.3	0.3	-12.4	3.6	0.0	-0.2	-2.9
CCOc1ccc(OCCC(=O)OCC(=O)N2CCN(c3ccc(OC)cc3)CC2)cc1	-13.5	-0.5	3.9	-1.4	2.9	-0.4	-2.3	-0.1	-5.8	0.1	-17.5
Cc1ccc(OCc2nnc(NC(=O)c3cccnc3)s2)cc1	-56.6	-22.7	-3.3	-9.5	-5.7	0.9	-4.5	-1.9	-10.7	-0.6	0.8
O=C(COC(=O)C1CC(O)CN1S(=O)(=O)c1ccc(Cl)cc1)c1cccc(Cl)c1 (centres undefined)	16.2	-7.8	-3.1	5.1	-15.2	-0.2	0.9	-6.7	-13.5	-0.1	-3.2
COc1ccc(NC(=O)CN(C)C(=O)Cc2c(C)nc3ccccc3c2C)cc1	·	-14.4	1.1	-3.3	1.9	-0.6	-3.2	0.6	-4.0	0.3	-2.1
O=C(Nc1ccc(Br)cc1)C1CC(c2c(F)cccc2Cl)=NO1 (centres undefined)	0.3	20.1	-12.2	-7.3	0.5	-1.4	-1.6	27.9	1.0	-0.4	0.6
Cc1nn(Cc2ccc(Cl)cc2)c(C)c1NC(=O)c1cc(-c2ccco2)on1	·	6.6	-4.1	-5.0	-4.3	9.8	1.1	4.1	13.5	0.1	-0.6
O=C(CCCc1ccccc1)Nc1ccccc1C(F)(F)F	-8.1	183.5	-0.4	-0.7	1.1	-3.4	-1.8	1.0	-9.1	-1.1	2.4
Cc1ccc2oc(=O)c3cnn(CC(=O)NC4CCN(Cc5ccccc5)CC4)c3c2c1	23.9	2.1	·	-2.1	-11.0	-0.1	-3.7	2.3	-8.7	2.1	-2.3
COCCn1nnnc1SCC(=O)NCc1ccc2c(c1)OCO2	-28.4	5.4	-3.2	7.0	9.7	1.3	-5.2	18.1	-3.5	-0.3	-2.5
COC(=O)c1ccccc1S(=O)(=O)N1CCn2cccc2C1C (centres undefined)	6.8	-6.9	0.6	-4.2	6.2	1.1	-0.9	-1.5	-4.8	-0.1	5.6
O=C(Nc1ccccc1F)C1CCCC1	-3.9	-12.3	7.1	1.5	-5.0	1.8	-4.0	-3.6	-21.0	-5.4	2.5
CCOC(=O)c1ccc2nc(NC(C)=O)sc2c1	0.4	3.5	-1.8	1.1	-4.0	-0.8	-4.4	-2.3	-2.9	0.6	-7.9
